# ERK EGF block = qHTS Assay for Inhibitors of the ERK Signaling Pathway using a Homogeneous Screening Assay; Stimulation with EGF | HEK293-V1b, EGF-stimulated phospho-ERK AlphaScreen | Potency, µM (top dose mostly 11.5 µM), for inactives: top-dose activity change, negative = inhibition, most hits filed as inhibitors | 0.41% of 130,000 active; active means well fitted inhibition curve with a large enough effect; inconclusive means small, poorly fitted or top-dose-only effect, or effect the other way;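 further: plate controls were stimulated vehicle wells for no effect and unstimulated vehicle basal for full effect; nearly all actives have a fitted effect of over 55% in size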
#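 Readout: AlphaScreen signal for phosphorylated ERK in lysed HEK293 cells stably expressing V1b. Stimulus 25 nM EGF, 5 min, following 30 min compound exposure. Data scaled to DMSO basal and full EGF activation.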
# * = called active by the depositor; ? = inconclusive; & = joins results of further samples; [ ] = another dose, or the depositor's remark. Potency means the concentration at half of the fitted maximal effect.
ERK EGF block	smiles
-2%[57.5 µM]	CCOC(=O)CC(=O)Nc1ccn[nH]1
8%	CC(C)N(Cc1nc2ccccc2[nH]1)C(C)C
-5%	COc1ccc(/C(C)=N/OCC(=O)Nc2nc3ccccc3s2)cc1
6%	Cc1ccc(S(=O)(=O)N(C)Cc2ccc(C(=O)N/N=C/c3ccc(OC(F)F)cc3)cc2)cc1
10%	O=C(c1cn[nH]c1)N1CCc2c([nH]c3ccccc23)C1c1c(F)cccc1Cl (centres undefined)
2%[57.5 µM]	CSCC[C@H](NC(=O)Nc1ccc(S(N)(=O)=O)cc1)C(=O)O
3%	O=C(NC1CCc2ccccc21)c1cc(COc2ccc(F)cc2Cl)on1 (centres undefined)
30%[57.5 µM]	CCOc1cc2c(Cl)ncnc2c(OCC)c1OCC
-5%[57.5 µM]	O=C(c1cccc(Cl)c1)C1CCCN(C(=O)c2ccoc2)C1 (centres undefined)
5%	Cc1c(NS(=O)(=O)c2ccc(Cl)c(C(=O)OC(C)C(=O)N3CCOCC3)c2)c(=O)n(-c2ccccc2)n1C (centres undefined)
-2%	CCN(CC(=O)Nc1c(F)cccc1F)C(=O)Cc1ccccc1
1%	Cc1c(Cc2ccccc2)sc(/N=C/c2ccc3ccccc3c2)c1C(N)=O
5%	CCCCOC(=O)/C=C/c1c(C)[nH]c(=O)[nH]c1=O
16%	c1ccc2c(c1)nnn2-c1ncnc2sccc12
-4%	C=CCNC(=S)N/N=C(\C)c1cccnc1
-3%	CS(=O)(=O)N(CC(=O)N1CCCC1)Cc1ccccc1
-1%	Cc1cc(/C=C(\C#N)C(=O)OCC(=O)Nc2ccc(OC(F)F)cc2)c(C)n1CC(C)C
5%	COc1cc(CN(CCc2c(C)[nH]c3ccc(C)cc23)C(=S)NC(C)(C)C)cc(OC)c1OC
2%	COc1cc(/C=N\NC(=O)C2CC3C=CC2C3)ccc1O (centres undefined)
-1%	Cc1cc(S(=O)(=O)N(Cc2ccccc2)Cc2ccc(N(C)C)cc2)ccc1-n1cnnn1
?	COC(=O)c1sc2nc(C)cc(-c3ccccc3)c2c1N
1%[57.5 µM]	COc1ccc(C(=O)N2CCc3c([nH]c4ccccc34)C2C(F)(F)F)cc1 (centres undefined)
-22%[57.5 µM]	COCCN(C(=S)Nc1c(C)cccc1C)C(C)c1ccco1 (centres undefined)
-5%	CSc1ccc(CN2CCN(C3CCCC3)C(CCO)C2)cc1 (centres undefined)
4%	Cc1noc(/C=C/N(C)C)c1S(=O)(=O)N1CCCC(C(=O)NC2CCCCC2)C1 (centres undefined)
1%	Cc1ccc(-c2nnc(-n3nc(C)cc3C)c3ccccc23)cc1
-20%[57.5 µM]	CC1CCN(c2ccc(NC(=O)Cc3ccccc3)cc2)CC1
-5%	S=C(Nc1ccccc1)Nn1cnnc1
5%	Cc1ccc(S(=O)(=O)CCc2nc3ccccc3[nH]2)cc1
-10%	CC(Oc1ccc(Cl)cc1Cl)C(=O)Nc1ccc(OCC(=O)O)cc1 (centres undefined)

ERK EGF block	smiles
-8%	O=C(OCC(=O)N1CCCC1)c1ccc(S(=O)(=O)Nc2ccccc2)cc1
0%	CCOC(=O)/C=C/C(=O)OCC(=O)NCc1ccccc1
-6%	COC(=O)c1ccccc1NC(=S)NC(=O)C1CCCCC1
-5%	O=C(Oc1ccccc1C(=S)N1CCCCC1)c1cc([N+](=O)[O-])cc([N+](=O)[O-])c1
0%	NS(=O)(=O)c1ccc(NC(=O)CSc2nc3ccccc3[nH]2)cc1
-1%	Cc1ccc(Cl)c(OC(=O)Cn2cnc3c2c(=O)n(C)c(=O)n3C)c1
-9%	O=c1c(-c2cc(F)cc(F)c2)nc2cnc(N3CCNCC3)nc2n1Cc1cccs1
-4%	CCOc1cccc(/C=N/NC(=S)Nc2ccccc2[N+](=O)[O-])c1O
-5%&7%	CCCCCCN(C(=O)CCCCCN1C(=O)NC(c2ccc(-c3ccccc3)cc2)C(C(=O)OCc2ccccc2)=C1C)C(C(=O)NCCCC)c1ccc(OCC(=O)OC)cc1 (centres undefined)
-2%	CCOC(=O)C1C(c2ccc(OC)cc2)N(C)OC1(O)C(F)(F)F (centres undefined)
-4%	O=C(Nc1cccc(O)c1)c1ccccc1[N+](=O)[O-]
9%[57.5 µM]	Cc1nn(-c2ccccc2)c(Cl)c1/C=N/Nc1nncc(=O)[nH]1
4%	C/C(CC(=O)Nc1ccc(C)c(Cl)c1)=N\NC(=O)c1ccncc1
2%	CCC(CCC(=O)Nc1cccc(C(=O)O)c1)C(=O)O (centres undefined)
-2%	O=C(O)CCCC(=O)Nc1ccc(Cl)cc1
8%	O=C(Nc1cccc2cccnc12)C1CCCC1
-3%	O=C(C[n+]1cc(-c2ccc(F)cc2)n2c1CCC2)Nc1nc(-c2ccc(F)cc2)cs1
-10%[57.5 µM]	C#CCOCCOCCOCCNc1nc(N2CCN(C(=O)[C@H](CCC(=O)O)n3cc(C(N)Cc4ccc(O)cc4)nn3)CC2)nc(N2CCN(C(=O)[C@H](Cc3cc4ccccc4[nH]3)n3cc(C(N)[C@H](C)CC)nn3)CC2)n1 (some centres undefined)
12%[57.5 µM]	CS(=O)(=O)c1ccc(Cl)c(NC(=O)Cc2ccccc2F)c1
3%	CC(=O)Nc1ccc(/C(C)=N/Nc2nc(N3CCOCC3)nc(N3CCOCC3)n2)cc1
-3%	COc1ccccc1/C=C/C(=O)OCC(=O)Nc1c(F)cccc1F
3%	O=C(CC1CCCCC1)Nc1ccc(-c2ccc3nncn3n2)cc1
6%	Cc1cccnc1NC(=O)CSc1nnc(Cc2ccccc2)o1
3%	O=C(NC1CCCCC1)C(c1ccccc1)N(Cc1ccc2c(c1)OCO2)C(=O)c1cnsn1 (centres undefined)
1%	O=C(N/N=C/c1cccs1)c1ccc2nc[nH]c2c1
-11%	O=C(NCc1cccnc1)c1ccc(COc2ccc(Cl)cc2)cc1
1%	O=C1OC(NCc2cccnc2)(c2ccc(Cl)cc2)c2ccccc21 (centres undefined)
-3%	COc1ccc(C2CCCN2C(=O)Nc2ccc(F)cc2)cc1OC (centres undefined)
11%	Cc1ccc(NC(=O)C(C)[n+]2ccccc2)cc1[N+](=O)[O-] (centres undefined)
1%[57.5 µM]	COc1ccc(Cn2c(-c3ccco3)nc3c(c(=O)c4ccccc4n3C)c2=O)cc1

# Retrieved by structure from the entries so far:
ERK EGF block	smiles
-11%	O=C(NCc1cccnc1)c1ccc(COc2ccc(Cl)cc2)cc1
11%	Cc1ccc(NC(=O)C(C)[n+]2ccccc2)cc1[N+](=O)[O-] (centres undefined)
12%[57.5 µM]	CS(=O)(=O)c1ccc(Cl)c(NC(=O)Cc2ccccc2F)c1
6%	Cc1cccnc1NC(=O)CSc1nnc(Cc2ccccc2)o1
9%[57.5 µM]	Cc1nn(-c2ccccc2)c(Cl)c1/C=N/Nc1nncc(=O)[nH]1

# Four entries from above, ordered by number of heavy atoms, ascending.
ERK EGF block	smiles
8%	O=C(Nc1cccc2cccnc12)C1CCCC1
4%	C/C(CC(=O)Nc1ccc(C)c(Cl)c1)=N\NC(=O)c1ccncc1
-4%	CCOc1cccc(/C=N/NC(=S)Nc2ccccc2[N+](=O)[O-])c1O
3%	CC(=O)Nc1ccc(/C(C)=N/Nc2nc(N3CCOCC3)nc(N3CCOCC3)n2)cc1

# More results follow:
ERK EGF block	smiles
-3%	O=C1C=C(c2cccs2)C[C@H](c2ccccc2)[C@H]1n1nnc([N+](=O)[O-])n1
-12%	Cc1ccccc1NC(=O)N1CCCC1C(=O)NCc1cccs1 (centres undefined)
-15%	CS(=O)(=O)c1cnc(-c2cccnc2)nc1N
7%	CN(C)CCSc1nc(-c2ccccc2)nc2c1CCC2
-2%	CCNCCCNCCCNCCCNCC
-6%[57.5 µM]	c1ccc(-c2nnc(N3CCN(c4ccccc4)CC3)nc2-c2ccccc2)cc1
-3%	Cc1cc(C)c[n+](-c2nc3ccccc3nc2[N-]S(=O)(=O)c2ccc(Br)s2)c1
4%	CCn1cc(SCC(=O)Nc2cc(C)on2)c2ccccc21
2%	COc1ccc(/C=N/OCC(=O)Nc2nc3ccccc3s2)cc1
-8%[57.5 µM]	O=c1c2ccccc2nc2n1C(CBr)CN2 (centres undefined)
5%	CCC(C)NC(=O)CSc1nnc(-c2ccc(Cl)cc2)n1N (centres undefined)
-5%	C/C(CC(=O)Nc1ccc(N(C)C)cc1)=N\NC(=O)c1ccc([N+](=O)[O-])cc1Cl
-6%	CCCOC(=O)c1c(-c2ccc(C)cc2C)csc1NC(=O)C1C2CCC(O2)C1C(=O)O (centres undefined)
-13%[57.5 µM]	COc1ccccc1/C=C/C(=O)c1c2c(c(C)[nH]c1=O)CCCC2
-14%	CCC/C=C(\CCC)C(NS(=O)(=O)c1ccc(Cl)cc1)c1ccccc1 (centres undefined)
3%[57.5 µM]	CC(C)NC(=O)c1sc2c(c1C(=O)Nc1cccnc1)CCCC2
6%	N#C/C(=C\c1c[nH]c2ccccc12)C(=O)NCC1CCCO1 (centres undefined)
1%[57.5 µM]	CC1(C)CCc2c([nH]c3ccccc3c2=O)O1
7%[57.5 µM]	O=C(NCCc1ccccc1)Oc1ccc(Cl)cc1
12%	COc1cc(CNCc2ccccn2)ccc1OCc1ccc(Cl)cc1
-12%	COc1cc(/C=N/NC(=O)C(=O)/C=C2\NC3(CCCC3)Cc3ccccc32)ccc1O
-1%	CC(SC#N)C(=O)C12CC3CC(CC(C3)C1)C2 (centres undefined)
-12%	CCOc1ccc(NC(=S)NC2CC3CCC(C2)N3Cc2ccco2)cc1 (centres undefined)
?	Cc1c(C(=O)Nc2ccc3c(c2)OCCO3)sc2nc(-c3ccccc3)cn12
6%[57.5 µM]	Clc1ccccc1-c1csc(Nc2cccnc2)n1
7%	CCc1c(C)nc(N)c(C#N)c1-c1ccccc1
7%	N#CC(c1ccccn1)c1ncc(C(F)(F)F)cc1Cl (centres undefined)
-8%	O=C1c2ccccc2NC(c2ccco2)N1NS(=O)(=O)c1ccccc1 (centres undefined)
-1%[57.5 µM]	CC1(C)CC(C(CC(=O)O)c2ccccc2)CCO1 (centres undefined)
8%	O=C(NCCCn1ccnc1)c1cc([N+](=O)[O-])cc([N+](=O)[O-])c1

# An excerpt from above in order of their number in ERK EGF block, lowest first.
ERK EGF block	smiles
-14%	CCC/C=C(\CCC)C(NS(=O)(=O)c1ccc(Cl)cc1)c1ccccc1 (centres undefined)
-6%	CCCOC(=O)c1c(-c2ccc(C)cc2C)csc1NC(=O)C1C2CCC(O2)C1C(=O)O (centres undefined)
-1%	CC(SC#N)C(=O)C12CC3CC(CC(C3)C1)C2 (centres undefined)
12%	COc1cc(CNCc2ccccn2)ccc1OCc1ccc(Cl)cc1

# Continuation:
ERK EGF block	smiles
3%	COC(=O)c1ccc(/C=N/OCC(=O)NCc2ccc(F)cc2)cc1
-1%[57.5 µM]	Cc1ccccc1OCC(=O)N/N=C/c1cn(C)c2ccccc12
7%	Cc1c(NC(=O)c2ccco2)cccc1C(=O)NN1C(=O)c2ccccc2C1=O
8%	CN1CCN(C(=S)c2cn(Cc3ccccc3)c3ccccc23)CC1
3%	CCOc1ccc(S(=O)(=O)c2c(C(=O)c3ccc(C)cc3)cnc3cc4c(cc23)OCCO4)cc1
-1%[57.5 µM]	Cc1nc(-c2cccc(S(=O)(=O)N3CCCCC3)c2)cs1
5%	CCOc1ccc(Cl)cc1CSc1ncn[nH]1
3%	COC(=O)[C@@H](O)CC[C@@H](C)Cc1c(OC)c(OC)c(C)c(OC)c1OC
9%[57.5 µM]	C#CCN1C(=O)C(O)(c2c(C)[nH]c3ccccc23)c2ccccc21 (centres undefined)
14%[57.5 µM]	COc1ccc(/C=C/C(=O)Nc2nnc(C(C)C)s2)cc1OC
13%	CC1CCCN(CC(O)CN)C1 (centres undefined)
-1%	Cc1ccc(C2CC(=O)c3cnn(-c4nc(C)cc(C)n4)c3C2)cc1 (centres undefined)
-5%[57.5 µM]	O=C1CC(c2ccccc2)Oc2cc(O)cc(O)c21 (centres undefined)
?	CN(C)CCCNc1oc(-c2ccc(Cl)cc2)nc1C#N
0%	Cc1ccc(-n2ncc3c(NCc4ccco4)ncnc32)cc1C
10%	CCOc1ccc(C(=O)NC(=S)Nc2ccc(NC(=O)c3ccco3)cc2)cc1[N+](=O)[O-]
-5%	Cc1ccc(S(=O)(=O)CCNC(=O)Cc2ccc(Cl)cc2)cc1
4%[57.5 µM]	O=C(O)CSc1ncnc2scc(-c3ccc(Br)cc3)c12
-6%[57.5 µM]	Cc1ccc2cccc(OCc3ccccc3)c2n1
-4%[57.5 µM]	CC(=O)Oc1cc2cccc(OC(C)=O)c(=O)c2c(OC(C)=O)c1OC(C)=O
-2%	O=S(=O)(c1ccccc1)N1CCN(c2nc(-c3cccs3)nc3ccccc23)CC1
30%	N/C(=N\OC(=O)CCC1CCCC1)c1ccc([N+](=O)[O-])cc1
2%	CN(CCC#N)C(=O)COC(=O)c1ccc(CNS(=O)(=O)c2ccc(F)c(Cl)c2)cc1
0%	COc1ccc(C2CCCN2C(=S)Nc2ccccc2C)cc1OC (centres undefined)
-3%[57.5 µM]	FC(F)Sc1nc2ccccc2[nH]1
17%[57.5 µM]	CCCn1c(=O)c(/C(N)=N/O)nn(-c2cccc(C(F)(F)F)c2)c1=O
-3%	CCc1ccc(NC(=S)N(Cc2ccccc2)Cc2ccccn2)cc1
-1%	Nc1ncnc2c1ncn2[C@H]1C[C@H](O)[C@@H](COP(=O)(O)O)O1
6%	Cc1onc(-c2c(Cl)cccc2Cl)c1C(=O)N1CCN(c2ccccc2)CC1
2%	CCc1ccccc1NC(=O)CSc1nnc(Cn2nnc3ccccc32)n1C

ERK EGF block	smiles
-2%	O=C1Nc2ccccc2C1(O)c1ccccc1 (centres undefined)
-1%	Cc1nc2cnc(N3CCN(C)CC3)nc2n(Cc2cccs2)c1=O
2%	CC(=O)Nc1ccc2nc(-c3ccc(Br)o3)[nH]c2c1
3%	CCCCCCC12CCC(C(=O)O)(CC1)CC2

# Only part of the results is shown; rates above refer to the full screens.
